Assay outcomes (PubChem BioAssay)
p-CIP stab down: p/CIP protein destabilization | Q05BA5 | F442A p/CIP-EGFP cells, EGFP fluorescence, 16 h | decrease of EGFP signal, % at 10 µM | actives 0.01% (n = 290,000);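 active means EGFP signal decrease of at least 30% at 10 µM or well 3 SD below plate mean, unless failing retest; inactive means the rest, including hits failing retest or dose response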; further: some compounds called inactive have numbers as strong as hits; many of its hits are not listed in these tables
GalR3 antag: blocks the human galanin receptor 3 | O60755 | HEK293 GalR3-CNG cAMP membrane potential fluorescence; galR3 body fused to GalR1 C-terminus | inhibition, % at 3 µM | actives 0.44% (n = 360,000) | AID 651719;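 active means inhibition above the screen-wide average plus 3 SD, cut at about 13% in these data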;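 further: forskolin and galanin both at EC90 stimulate the cells; cAMP rise reported by CNG channel membrane potential dye signal; 0% = forskolin plus galanin with DMSO and 100% = forskolin alone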
UBC9 SUMO inh: inhibitors of human SUMOylation (UBC9) | P63279 | HTRF SUMOylation assay, SAE1/SAE2 + UBC9, in vitro | inhibition, % at 35 µM | actives 0.36% (n = 290,000); in the data active means inhibition above about 50%, passing the limit was not always enough; further: strong numbers were not always called active
VIM-2 inhibitor: inhibitors of Pseudomonas aeruginosa VIM-2 metallo-beta-lactamase. purified VIM-2, nitrocefin hydrolysis, epi-absorbance fluorescence. inhibition, % at 5.6 µM. actives 0.89% (n = 290,000). AID 1527;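 active means inhibition above the mean of all tested compounds plus 3 SD, cutoff set per screening run, cut at about 7.5% in these data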;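 further: red hydrolysis product quenches plate fluorescence so inhibitors raise well fluorescence; 0% = enzyme with DMSO and 100% = DMSO without enzyme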
IDE inh: inhibits human insulin-degrading enzyme in HEK cells; actives 0.41% (n = 320,000); P14735; inhibition, % at 5.59 µM; FAbetaB cleavage, fluorescence polarization;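 active means percent inhibition above the average of all tested compounds plus 3 SD, set per screening campaign, cut at about 16% in these data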;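 further: IDE supplied by intact live HEK cells; FP after avidin binding of uncleaved biotin substrate so inhibition keeps polarization high; 0% = DMSO wells and 100% = 60 µM reference IDE inhibitor Ii1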
CRFR2-BP antag: CRF-BP/CRF-R2 complex antagonism; actives 0.59% (n = 350,000); inhibition, % at 11.8 µM; HEK293 CRF-R2/CRF-BP, CRF-induced calcium fluorescence;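 active means inhibition of the ligand-induced calcium signal above about 50% at the single tested concentration, limit read from the data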
IMP-1 inhibitor: blocks Pseudomonas aeruginosa IMP-1 metallo-beta-lactamase | purified IMP-1, nitrocefin hydrolysis, epi-absorbance fluorescence | inhibition, % at 5.6 µM | actives 0.45% (n = 290,000) | AID 1556;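 active means inhibition above the mean plus 3 SD of all compounds in the same screening run, cut at about 4.5% in these data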;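 further: 0% = IMP-1 with DMSO and 100% = DMSO wells lacking enzyme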
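Assay system: purified IMP-1; Quantity: IMP-1 0.2 nM before substrate addition; Medium: HEPES buffer pH 7.1 with ZnSO4 and Brij 35; Incubation: 15 min enzyme–compound preincubation, then 25 min nitrocefin reaction, 25 °C; Signal: fluorescence quenching readout, ex 480/em 530 nm; Controls: DMSO with and without IMP-1; Repeats: singlicate testing.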
NS3 helicase inh: inhibitors of Hepatitis C virus NS3 helicase; inhibition, % at 10.9 µM; AID 1800; NS3 helicase DNA unwinding, Cy5 molecular beacon fluorescence; actives 0.56% (n = 290,000);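 active means inhibition above the mean of all tested compounds plus 3 SD, set per campaign, cut at about 35% in these data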;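 further: 0% = DMSO wells and 100% = thioflavine S control wells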
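test system = hepatitis C virus NS3 helicase domain fragment enzyme | reagent = annealed dual-labelled DNA beacon duplex, ATP-started | times = 1 h at 25 °C | detection = Cy5 fluorescence, 0 and 60 min reads | read-out basis = percent inhibition from t60/t0 fluorescence ratio | control set = DMSO and thioflavine S | replication = one well per compound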
IDE act: activators of human insulin-degrading enzyme in cells. P14735. HEK cells, FAbeta-B cleavage, fluorescence polarization; 0% vehicle, 100% cell-free pure enzyme wells. activation, % at 5.96 µM. actives 0.073% (n = 340,000);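 active means activation above the mean of all tested compounds plus 3 SD, set per screening campaign, cut at about 17% in these data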
* hit, by the source's call; . = no result given. This is a random part of the collection (roughly 3.2% active in at least one column).

SMILES | p-CIP stab down | GalR3 antag | UBC9 SUMO inh | VIM-2 inhibitor | IDE inh | CRFR2-BP antag | IMP-1 inhibitor | NS3 helicase inh | IDE act
CCN1CCN(c2oc(/C=C/c3ccccc3)nc2C#N)CC1 | -1.0 | -7.0 | 10.0 | -1.0 | -0.6 | 2.5 | 0.4 | -16.5 | 3.0
COC(=O)[C@@H]1C[C@@]2(O)[C@H](O)[C@H](O)[C@H](O)C[C@H]2N1Cc1cc(F)ccc1F | -13.4 | 1.7 | 18.2 | . | -3.6 | -19.1 | . | . | 0.4
Cc1cc(C)c(NC(=S)N2CCCC2C(=O)O)c(C)c1 (stereo not drawn) | 3.1 | -3.3 | 4.0 | 0.2 | -4.3 | -3.5 | -3.1 | 6.2 | -4.5
Cc1nnc(SCC(=O)Nc2ccc(O)cc2)c2ccccc12 | -0.5 | -9.4 | 2.9 | 1.2 | 3.8 | -18.3 | -2.3 | -4.0 | 4.9
CNC(=S)NNC(=O)c1sccc1OCc1cccc(C(F)(F)F)c1 | 2.2 | -4.2 | 3.1 | -2.7 | -2.9 | -2.2 | -1.7 | 2.7 | -3.7
Fc1cc2[nH]c(=S)[nH]c2cc1Cl | -11.7 | 4.5 | -10.3 | -4.2 | 7.5 | -0.5 | -3.4 | 26.1 | 4.8
CCn1c(SCC(=O)c2ccccc2)nc2ccccc2c1=O | 9.7 | -4.5 | 0.5 | -0.7 | -2.6 | 9.8 | -1.6 | -6.6 | 3.1
CCOc1ccc(C(c2c(NC(=O)c3ccco3)sc(C)c2C)N2CCOCC2)cc1 (stereo not drawn) | . | -7.3 | . | . | -0.1 | -1.8 | . | . | 0.4
COc1ccccc1C(=O)NNC(=O)C1CCCO1 (stereo not drawn) | -0.4 | -9.5 | -1.5 | -4.0 | 1.2 | 8.4 | -4.3 | 3.7 | 6.4
Cc1ccc([C@@H]2[C@@H]3C(=O)N(c4ccccc4)C(=O)[C@@H]3[C@]3(C)C(=O)N(Cc4ccc(-c5ccccc5)cc4)CC(=O)N23)o1 | -5.5 | -7.5 | -4.8 | -0.1 | 3.9 | -16.3 | -0.9 | -15.2 | -5.3
CCn1c(SCC(=O)Nc2ccc(N(C)C)cc2)nnc1-c1cccc(C)c1 | 6.6 | 3.0 | 13.1 | -2.6 | -4.0 | -8.9 | -2.0 | 11.1 | -0.3
Cc1cccc(C)c1OCc1nnc(SCC(=O)Nc2nccs2)o1 | -4.0 | -0.5 | -5.6 | -2.4 | -1.4 | -2.2 | -2.8 | 26.4 | 6.4
CCCC(c1nnnn1Cc1cccs1)N1CCN(C)CC1 (stereo not drawn) | -18.1 | -7.1 | 17.5 | -1.2 | 0.2 | -8.5 | 1.9 | 8.1 | 9.4
Cc1cc(C(=O)N/N=C2\CC(=O)c3ccccc32)c(C)n1-c1ccc(F)cc1 | 9.0 | -0.4 | 36.5 | -2.5 | 5.3 | 3.9 | -2.7 | 21.0 | 5.0
COc1ccc(C(=O)COC(=O)CCC(=O)c2cccs2)cc1 | -10.4 | -2.1 | 7.1 | -1.1 | 1.2 | -2.9 | -0.8 | 4.5 | 5.4
C=CCOc1cccc(C2C(C(=O)c3ccc(C)o3)=C(O)C(=O)N2Cc2ccncc2)c1 (stereo not drawn) | -6.7 | -5.8 | 26.1 | 0.7 | -4.8 | -11.8 | -0.9 | 0.9 | 2.9
Fc1ccc2c(c1)C(c1ccncc1)=NNC(c1cccnc1)=N2 | -29.7 | -1.8 | 26.4 | -0.8 | -5.2 | 32.3 | -2.4 | 4.3 | 6.6
COC(=O)c1sccc1NC(=O)c1c(Cl)cccc1Cl | -11.3 | -3.0 | 9.5 | -2.0 | 0.5 | 9.5 | -1.2 | -0.2 | 2.1
CCOC(=O)Nc1cccnc1Sc1ccc(Cl)cc1 | . | -1.7 | . | . | -3.6 | -1.4 | . | . | -2.4
CCc1ccc(N(C(=O)Cc2cccs2)C(C(=O)NC2CCCCC2)c2cn(C)nc2C)cc1 (stereo not drawn) | 1.8 | -0.2 | 8.8 | -0.6 | 5.5 | -30.4 | -2.9 | 0.1 | 3.5
CCOC(=O)CCC(=O)O[C@H]1[C@H](O[C@@H]2[C@@H](C)[C@H](O[C@H]3C[C@@](C)(OC)[C@@H](O)[C@H](C)O3)[C@@H](C)C(=O)O[C@H](CC)[C@@](C)(O)[C@H](O)[C@@H](C)C(=O)[C@H](C)C[C@@]2(C)O)O[C@H](C)C[C@@H]1N(C)C | 5.1 | -1.1 | -6.5 | -1.7 | 2.3 | 11.9 | -1.8 | -4.9 | -0.4
CN(c1ccccc1)S(=O)(=O)c1cccc(NC(=O)c2cc(=O)c3ccccc3o2)c1 | 14.9 | -6.7 | -35.7 | -3.1 | -0.6 | -46.6 | -3.2 | 7.7 | -1.1
CSCCC(NC(=O)c1ccccc1Cl)C(=O)NCCOc1ccccc1 (stereo not drawn) | . | -3.1 | . | . | 0.8 | -2.9 | . | . | 6.6
S=C(NCc1ccc(Cl)cc1Cl)Nc1ccccc1 | -3.9 | 5.8 | -1.4 | -0.9 | 3.6 | -4.7 | -1.8 | 0.9 | -2.2
CCC(=O)N1c2ccc(S(=O)(=O)N3CCN(c4cc(C)ccc4C)CC3)cc2CC1C (stereo not drawn) | -6.4 | -1.2 | -9.6 | -1.3 | -2.1 | 16.1 | -2.5 | -3.0 | -2.2
CNC(=O)C(=O)Nc1ccc2c(c1)N(S(=O)(=O)c1cccs1)CCC2 | . | -2.5 | . | . | 2.4 | -15.2 | . | . | 2.5
COC(=O)[C@H](CCSC)NC(=O)N1CCN(Cc2ccccc2)CC1 | -8.5 | -5.0 | -19.0 | -4.4 | -0.9 | -7.9 | -1.9 | -1.6 | 6.9
COc1ccc(CCNC(=O)c2ccc3c(c2)N(Cc2ccc(F)cc2)CCS3)c(OC)c1 | -16.8 | 0.8 | 7.6 | -2.1 | 0.1 | 22.3 | -3.4 | -0.1 | 2.4
Cc1cc2cc(CN(Cc3ccco3)C(=O)C3CCCCC3)c(=O)[nH]c2cc1C | 7.9 | 4.0 | 0.4 | -1.4 | -0.4 | -21.4 | 0.0 | -1.0 | -0.6
COCCn1c(SCC(=O)/C=C2\N(C)c3ccccc3C2(C)C)nnc1-c1ccncc1 | -10.6 | 2.6 | 13.1 | -5.9 | 0.1 | 6.5 | -3.2 | -15.2 | 3.2
CCc1nnc(NC(=O)CSc2nnc(-c3ccco3)n2CCOC)s1 | 5.0 | -4.3 | -2.6 | -1.5 | 2.5 | 3.4 | -2.0 | 1.2 | 2.8
COc1ccc(Oc2cccc(Cl)c2CNC(=O)CSCC(=O)O)cc1 | -6.5 | -4.5 | 22.5 | -2.6 | 15.2 | 8.6 | -1.1 | 7.4 | 6.9
CCOC(=O)c1cccc(NC(=O)CCc2nnc3ccc(N4CCOCC4)nn23)c1 | 4.4 | -7.1 | 10.5 | -0.5 | 10.3 | 5.6 | -3.7 | 5.0 | -1.2
Cc1csc(=O)n1CC(=O)OCc1nnc(-c2ccccc2)o1 | . | -1.5 | . | . | 4.2 | -12.1 | . | . | -2.0
CCOc1ccc(S(=O)(=O)Nc2ccc(S(=O)(=O)N3CCCCC3)cc2)cc1 | -11.2 | 0.6 | 25.1 | -1.5 | -4.4 | -27.2 | -2.7 | -6.0 | 2.8
C=CCC1(CC=C)CCCN1C(=O)C1CCC(=O)N(CCc2ccccc2)C1 (stereo not drawn) | 5.8 | -1.1 | 13.7 | 0.7 | -2.4 | 7.6 | -0.8 | -2.9 | -2.9
Cc1ccccc1NC(=O)Cc1c(O)c2ccccc2[nH]c1=O | -4.8 | -2.0 | -0.1 | -2.7 | -6.6 | -21.9 | -3.1 | 9.2 | 7.3
COc1ccc(-n2cnnc2SCCC#N)cc1 | -7.9 | -5.4 | 12.9 | -0.3 | 3.2 | 6.1 | 0.3 | 3.7 | 1.6
CC1CCN(CCc2nc3cc(NC(=O)C(C)C)ccc3n2C)CC1 | -1.1 | -11.4 | 14.7 | -1.3 | -3.1 | -4.0 | -0.4 | -6.5 | 1.4
CC(C)[C@H](NC(=O)[C@@H]1CSC2c3ccccc3C(=O)N21)C(=O)NCC1CCCO1 (stereo partly drawn) | -6.6 | 0.7 | 8.3 | -1.0 | 2.3 | -5.3 | -2.4 | 0.8 | -0.3
COc1ccc(S(=O)(=O)Nc2ccc3c(c2)n(C)c(=O)n3C)cc1F | -22.4 | -10.7 | -3.7 | -0.9 | 0.2 | -19.9 | -2.1 | 1.2 | 6.3
OC1NC(=S)N(c2ccccc2)C1O (stereo not drawn) | -3.2 | -2.6 | 17.6 | 0.1 | 9.2 | 5.0 | -0.6 | 3.7 | -6.4
Cc1ccc(-n2c(SCC(=O)NCC3CCCO3)nnc2-c2ccoc2C)cc1 (stereo not drawn) | -1.4 | -6.4 | -1.2 | -1.8 | 0.7 | 6.4 | -2.1 | -3.7 | -2.6
O=C(c1ccccc1Cl)N1CCNCC1 | -2.4 | 0.2 | -1.0 | -3.1 | 5.6 | -46.9 | -4.0 | 7.9 | 4.5
CCCCN(C(=O)c1nn(C)c(=O)c2ccccc12)c1c(N)n(CC(C)C)c(=O)[nH]c1=O | . | -1.7 | . | . | 0.8 | 4.4 | . | . | 0.8
Cc1ccc(F)cc1NC(=O)CSc1ncccn1 | 10.3 | -5.7 | -7.6 | 0.9 | -3.3 | -8.6 | -1.9 | -2.9 | 2.3
CCCn1cc(S(=O)(=O)c2ccc(OC)cc2)c(=O)c2cc(OCC)ccc21 | 2.0 | -4.2 | -14.4 | -0.7 | 2.7 | -4.0 | -4.2 | -9.8 | 2.4
CCN(CC)C(=O)COc1cc(C)cc2oc(=O)cc(-c3ccccc3)c12 | -23.1 | -1.2 | 28.5 | -2.3 | -2.6 | -6.8 | -2.8 | 11.7 | 3.5
O=C(CN(Cc1ccccc1)S(=O)(=O)c1ccc(S(=O)(=O)N2CCOCC2)cc1)Nc1ccccc1 | -0.6 | -1.2 | -5.7 | -2.3 | 7.8 | -25.9 | -3.1 | 5.1 | -1.1
Cc1cc(C)c(C(=O)NNC(=O)c2cccnc2)c(C)c1 | -0.5 | -7.2 | 5.7 | -2.8 | -1.2 | 3.3 | -2.0 | 2.0 | -2.0
O=C(NCCc1ccccc1)NC1CCCCC1 | 7.6 | -5.1 | 14.9 | -2.8 | -3.6 | -1.2 | 0.9 | 3.0 | 7.2
Cc1cc(C)cc(NC(=O)CSc2nc(N)c(NC(=O)c3cccs3)c(=O)[nH]2)c1 | 7.6 | . | 12.3 | -0.3 | 2.3 | -1.9 | -1.1 | 2.7 | -10.9
